GPR151 ag: activates the human receptor GPR151 | Q8TDV0 | PathHunter beta-arrestin GPR151 cells, luminescence | activation, % at 11.2 µM | actives 1% (n = 650,000); in the data active means activation above about 4.9%;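 further: 0% = median of compound wells and 100% = cells with positive control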
MITF inh: inhibitors of human MITF | O75030 | AlphaScreen MITF homodimerization, bead proximity signal | inhibition, % at 2.6 µM | actives 0.91% (n = 650,000) | AID 1259374; in the data active means inhibition above about 50%;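 further: 0% = vehicle wells with protein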
TEAD-YAP block: TEAD-YAP interaction inhibition; HEK-TIYL cells, TEAD-Gal4/YAP UAS-luciferase luminescence; inhibition, % at 9.12 µM; actives 1.4% (n = 640,000); in the data active means inhibition above about 32%;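 further: 0% = median of test compound wells and 100% = reference inhibitor wells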
FBW7 activator: human FBW7 E3 ligase activation, primary screen; AlphaScreen FBW7–phospho-cyclin E peptide binding, activator screen; actives 0.13% (n = 650,000); AID 1259310; normalized activity (activation), % at 26.1 µM; Q969H0; in the data active means normalized activity above about 1.9%;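 further: purified mutant Fbw7 with reduced substrate affinity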
Target sequence (Q969H0 whole entry, looked up): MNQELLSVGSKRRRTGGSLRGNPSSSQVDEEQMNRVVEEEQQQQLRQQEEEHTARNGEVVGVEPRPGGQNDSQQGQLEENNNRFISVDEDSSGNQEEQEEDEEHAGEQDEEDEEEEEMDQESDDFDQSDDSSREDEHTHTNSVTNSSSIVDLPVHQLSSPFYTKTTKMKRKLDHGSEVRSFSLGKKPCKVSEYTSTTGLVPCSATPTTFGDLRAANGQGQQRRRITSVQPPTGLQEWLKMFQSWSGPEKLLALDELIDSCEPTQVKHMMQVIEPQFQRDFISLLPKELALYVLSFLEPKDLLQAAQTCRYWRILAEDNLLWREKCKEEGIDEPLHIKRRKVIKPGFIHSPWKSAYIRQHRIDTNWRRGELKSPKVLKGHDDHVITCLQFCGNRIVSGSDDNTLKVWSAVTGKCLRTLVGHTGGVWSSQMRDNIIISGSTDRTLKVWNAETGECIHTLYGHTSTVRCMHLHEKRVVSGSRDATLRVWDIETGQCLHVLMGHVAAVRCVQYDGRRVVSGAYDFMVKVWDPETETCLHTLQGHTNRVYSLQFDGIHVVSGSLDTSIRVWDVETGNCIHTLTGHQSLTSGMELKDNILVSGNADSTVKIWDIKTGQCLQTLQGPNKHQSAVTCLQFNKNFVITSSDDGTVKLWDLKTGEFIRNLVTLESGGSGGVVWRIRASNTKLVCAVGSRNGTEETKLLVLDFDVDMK
* = called active by the depositor.

The line under a structure holds: FBW7 activator, TEAD-YAP block, MITF inh, GPR151 ag
CCOC(=O)c1cccc(NC(=O)c2ccccc2[N+](=O)[O-])c1
    -0.3, 3, 3, 0.2
Cc1cccc(-n2c(SCC(=O)Nc3nnc(C)s3)nnc2-c2ccoc2C)c1
    -0.1, -3, 1, -0.7
Cn1ncc(I)c1C(=O)Nc1cccc2ccccc12
    0.6, -13, 16, 0.3
NS(=O)(=O)c1ccc(NC(=O)c2ccc(S(=O)(=O)N3CCCCCC3)cc2)cc1
    0.2, 1, 9, -1.4
COc1cc([N+](=O)[O-])ccc1NC(=O)c1cccnc1
    0.4, 6, 8, 0.6
Cn1nc(C(F)(F)F)c(C(N2CCOCC2)N2CCOCC2)c1Cl
    0.0, -9, -3, -0.2
Cc1nc(N2CCC(Cc3ccccc3)CC2)c2c(C)c(C)sc2n1
    0.0, 2, 15, -1.3
Cc1ccc(/C=N/n2c(C)cc(C)c(C#N)c2=O)o1
    0.1, 2, 10, 0.5
CCOC(=O)C1CCN(C(=O)c2c[nH]c3ccc(S(=O)(=O)N(C)c4cc(C)ccc4C)cc3c2=O)CC1
    0.1, 5, 8, 0.5
CCN1CCCC1CNC(=O)c1ccc(CS(=O)(=O)c2ccccc2C)o1 (centres undefined)
    -0.1, 0, 10, 0.6
O=C(NN=c1c(=O)c2ccccc2c1=O)c1cc([N+](=O)[O-])cc([N+](=O)[O-])c1
    0.2, 6, 3, 1.9
CCc1c(C)sc2ncn(C3CCN(C(=O)CN4CCNC4=O)CC3)c(=O)c12
    0.4, 13, 10, -2.0
COc1ccc(-c2cc(C(F)(F)F)nc(S(=O)(=O)CCCC(=O)Nc3c(C)n(C)n(-c4ccccc4)c3=O)n2)cc1OC
    -0.1, -42, -2, -0.4
C=CCn1c(SCC(=O)Nc2ccc(S(N)(=O)=O)cc2)nnc1-c1ccco1
    -0.3, 8, -4, 1.4
COc1ccc(CNc2ccc(Nc3ccccc3)cc2)cc1
    0.1, -2, 31, -1.5
O=C(NCCN1CCOCC1)c1cccc(-n2ncc3ccc(-c4ncn[nH]4)cc32)c1
    0.2, 3, -18, -1.4
Cc1ccc2oc(-c3cc(NC(=O)c4ccc(F)cc4)ccc3O)nc2c1
    0.0, 1, 10, 0.2
CCn1nnc2c(N3CCN(CC(=O)Nc4ccc(C(C)=O)cc4)CC3)ncnc21
    0.1, 15, 5, -0.5
COc1ccc2c(c1)CC(C(=O)Nc1ccc(-c3cn[nH]c3)cc1OCCN1CCOCC1)CO2 (centres undefined)
    -0.4, 4, 6, -1.8
O=C(Nc1cc(C(F)(F)F)ccc1Cl)c1cc2nc3c(c(C(F)(F)F)n2n1)CCc1ccccc1-3
    -0.6, -13, 2, 1.5
COc1ccc(C)cc1NC(=O)c1cccc(OC(C)=O)c1
    0.1, -2, -15, 1.9
NCCCNC(=O)c1cc2ccccc2[nH]1
    0.1, 4, -21, -0.2
O=c1ccc2ccc(OCc3ccccc3F)cc2o1
    0.0, -15, -11, -3.6
COc1cc(NC(=O)c2cc(Br)ccc2Cl)ccc1N1CCCCC1=O
    1.0, -1, 8, -1.0
O=C1CCCC(O)=C1C=Nc1ccc2c(c1)oc1ccccc12
    -0.1, -24, 10, 0.3
Cc1ccccc1C(=O)NNC(=O)c1ccc(NC(=O)C(C)C)cc1
    -0.1, 6, 16, 1.5
COCCn1c(CCC(=O)O)ccc1-c1ccc(F)cc1
    0.6, -12, 11, -0.9
COc1ccc(N2CCN(C(=O)CSCc3ccc(C)cc3)CC2)cc1
    -0.3, 4, -2, -0.8
COCc1ccc(-c2nccnc2NS(=O)(=O)c2ccc3ccccc3c2)cc1
    0.2, -5, 4, -0.4
O=C(CCCCCN1C(=O)c2ccccc2C1=O)Nc1nn[nH]n1
    0.1, -7, 6, -1.2

Some of the entries above, reformatted.
Cc1ccc(/C=N/n2c(C)cc(C)c(C#N)c2=O)o1
  FBW7 activator: 0.1
  TEAD-YAP block: 2
  MITF inh: 10
  GPR151 ag: 0.5

NS(=O)(=O)c1ccc(NC(=O)c2ccc(S(=O)(=O)N3CCCCCC3)cc2)cc1
  FBW7 activator: 0.2
  TEAD-YAP block: 1
  MITF inh: 9
  GPR151 ag: -1.4

Cc1nc(N2CCC(Cc3ccccc3)CC2)c2c(C)c(C)sc2n1
  FBW7 activator: 0.0
  TEAD-YAP block: 2
  MITF inh: 15
  GPR151 ag: -1.3

CCOC(=O)C1CCN(C(=O)c2c[nH]c3ccc(S(=O)(=O)N(C)c4cc(C)ccc4C)cc3c2=O)CC1
  FBW7 activator: 0.1
  TEAD-YAP block: 5
  MITF inh: 8
  GPR151 ag: 0.5

Next part
The line under a structure holds: FBW7 activator, TEAD-YAP block, MITF inh, GPR151 ag
COc1ccc(Cn2c(=O)c3cccnc3n(Cc3ccc(F)cc3)c2=O)cc1
    -0.2, -2, 2, 0.5
CCCN1C(=O)C(C)(C)COc2cc(NC(=O)COc3ccc(C)cc3)ccc21
    -0.1, -5, 15, 0.2
CC(=O)Nc1nonc1N1C(=N)S/C(=C\c2ccc(-c3ccc(F)c(Cl)c3)o2)C1=O
    -0.1, -2, 3, 0.7
O=C(Cc1cccs1)Nc1ccccc1[N+](=O)[O-]
    -0.2, -11, -3, -0.9
COc1ccc(-n2cc(-c3ccccc3)c3c(NCCCO)ncnc32)cc1
    -0.1, -1, 2, 0.2
Cc1ccc2c(CSc3nc(N)cc(N)n3)cc(=O)oc2c1
    -0.2, -10, 8, 1.2
COC(=O)c1ccc(C2Nc3ccccc3C(=O)N2c2cc(C)cc(C)c2)cc1 (centres undefined)
    0.2, 2, 6, -1.5
CCc1ccc(NC(=O)c2sc3ncn(CC(=O)N4CC(C)CC(C)C4)c(=O)c3c2C)cc1 (centres undefined)
    0.1, 7, 4, 0.5
COCCNC(=O)/C(C#N)=C/c1c(Oc2cccc(C)c2)nc2c(C)cccn2c1=O
    -0.1, 4, 0, 6.1*
Fc1ccccc1NC(=S)Nc1ccc2nccnc2c1
    -0.3, -36, 10, 1.4
O=C(c1cn(-c2ccc(F)cc2F)c(=O)c2ccccc12)N1CCN(c2ccc(F)cc2)CC1
    -0.1, -5, -18, 0.3
COc1ccc(CCNC(=O)c2cccc(N3CCOCC3)n2)cc1
    -0.2, 0, -2, 0.5
O=C(c1cccs1)N1CCc2nc(N3CCCC3)n(CCO)c(=O)c2C1
    0.3, -8, 23, -0.9
CN(C)C(=O)COc1cc(-c2ccnc(N)n2)ccc1NC(=O)C1COc2ccccc2C1 (centres undefined)
    0.2, 13, 19, 0.4
Cc1cccc(C)c1NC(=O)CSc1nc2ccc(NC(=O)c3cccc4ccccc34)cc2s1
    0.0, -7, 7, -0.9
O=C(COC(=O)C12CC3CC(CC(O)(C3)C1)C2)c1ccc(Cl)cc1
    0.0, -4, 5, -0.6
COCCCNC(=O)CN(c1cc(Cl)cc(Cl)c1)S(C)(=O)=O
    0.5, -8, 18, -0.3
CC(C)=CCCC(C)CN1CCc2nnc(CNS(=O)(=O)C(C)C)n2CC1 (centres undefined)
    0.1, 7, 14, 1.1
CCOC(=O)CSc1nc2sc(C(=O)OCC)c(C)c2c(=O)n1Cc1ccccc1
    0.1, -9, 12, 2.6
COc1cc(/C=C2/C(=O)N(c3nc4ccccc4s3)N=C2C)cc([N+](=O)[O-])c1O
    -1.0, -4, 7, -0.2
O=C1N(Cc2cccnc2)C[C@@H]2C[C@@H](c3ccccc3C(F)(F)F)N3CCC[C@@]123
    0.1, 3, 16, 0.3
O=C(CCN1C(=O)c2ccccc2S1(=O)=O)Nc1nc2c(s1)CCCC2
    0.3, -23, 19, -1.3
Cc1ccc(C)c(CN2CCCNC2=O)c1
    -0.2, 5, 8, 3.9
CCN(CC)c1ccc(/C=C2\C(=N)N3N=C(S(=O)(=O)CC)SC3=NC2=O)cc1
    0.0, 9, 12, 1.2
O=C(Nc1nncs1)c1cccs1
    0.0, -1, 4, 0.1
COCC(=O)NCc1ccc(Cl)cc1
    -0.1, 0, 0, -0.1
Cc1ccc2c(NC(=O)c3cn(C)nn3)cccc2n1
    -0.9, -12, 10, -0.3
COc1ccc(-c2nc(-c3ccccc3)c(-c3cccs3)[nH]2)c(OC)c1C
    -0.1, 0, 4, 1.3
N#CCCN(N)C1=NS(=O)(=O)c2ccccc21
    0.3, 6, 8, -1.6
COCc1nc2ccccc2n1CCc1noc(-c2ccccc2OC)n1
    0.2, 2, 95*, -1.0
O=C(NCc1ccco1)c1cc([N+](=O)[O-])ccc1N1CCCCC1
    -0.1, 9, 14, 2.6
CN1CCC(NC(=O)c2cccc(-n3cc(-n4nnnc4Nc4ccccc4)cn3)c2)CC1
    0.1, 3, 7, -0.5
O=C(O)Cc1ccc(N2C(=O)/C(=C/c3cccnc3)SC2=S)cc1
    -0.1, -6, 10, 0.1
O=C1CCCC2=C1C(c1cccs1)n1ncnc1N2 (centres undefined)
    -0.1, 9, 4, -0.3
Cc1nc2ccccc2nc1SCC(=O)NCc1ccccc1
    0.0, 1, 13, -1.7
O=C(COc1ccccc1)NCCSc1nc2ccccc2s1
    0.1, -6, -20, 0.8
O=C(c1ccc[nH]c1=S)N1CCN(c2ccccc2)CC1
    0.0, 4, -5, -0.9
O=[N+]([O-])c1cc(N=Cc2cccnc2)cc2ccc3ccccc3c12
    0.0, 7, 4, -2.4
COc1cc(NC(=O)CN2C(=O)c3ccc([N+](=O)[O-])cc3C2=O)c(C(=O)O)cc1OC
    0.3, 1, -14, 0.6
CCOc1ccc(S(=O)(=O)Nc2sc3c(c2C(=O)OC)CCCC3)cc1
    1.0, -6, 17, -0.4
COc1ccc(NC(=O)/C(=C/c2ccc3c(c2)OCO3)NC(=O)c2ccc(Br)cc2)cc1
    -0.1, 5, 10, 0.5
OCCN1CCN(c2cc(-c3cccc(C(F)(F)F)c3)nc(-c3ccncc3)n2)CC1
    -0.1, -2, 1, -0.5
COC(=O)c1cc(NC(=O)c2cc3nc(-c4ccc(OC)cc4)cc(C(F)(F)F)n3n2)cc(C(=O)OC)c1
    0.5, -5, 10, -1.1
Cc1cc(Cl)ccc1C(=O)C1CCCN(C(=O)c2ccc3nc[nH]c3c2)C1 (centres undefined)
    -0.2, -11, 8, 2.7
O=C(OCC(=O)N1CCCc2ccccc21)c1c(F)cccc1Cl
    0.6, -12, 7, -1.3
O=C(CNS(=O)(=O)c1cccc2nonc12)NCc1ccccc1
    0.3, 8, 13, -0.4
O=C(c1nnc(-c2ccc(Cl)cc2)o1)c1ccccc1F
    -0.1, -13, 3, -0.6
COc1ccc(C(=O)CCl)cc1Cl
    0.2, 7, 8, 1.5
CC1=C(C(=O)OC(C)C)C(c2ccc(N(C)C)cc2)C2=C(CCCC2=O)N1 (centres undefined)
    0.1, 1, 0, 2.7
CCOC(=O)c1ccc(N2CCCCCC2)c(NC(=O)Nc2ccc(Cl)cc2)c1
    0.0, 3, -4, -1.1

Complete entries, looked up by structure.
Shown for O=C(c1nnc(-c2ccc(Cl)cc2)o1)c1ccccc1F = FBW7 activator = -0.1; TEAD-YAP block = -13; MITF inh = 3; GPR151 ag = -0.6
Shown for COc1ccc(CNc2ccc(Nc3ccccc3)cc2)cc1 = FBW7 activator = 0.1; TEAD-YAP block = -2; MITF inh = 31; GPR151 ag = -1.5

Going on with the list.
The line under a structure holds: FBW7 activator, TEAD-YAP block, MITF inh, GPR151 ag
COc1ccc(C(NC(=O)CCc2cc(C(C)(C)C)c(O)c(C(C)(C)C)c2)C(=O)Nc2ccc3c(c2)OCO3)cc1 (centres undefined)
    -0.1, 3, -9, -1.1
O=C(Nc1nnc(-c2ccc3c(c2)OCCO3)o1)c1ccc(Br)cc1
    0.3, 8, 3, -0.3
c1ccc(CN2CCC(Nc3ccnc(NC4CCN(Cc5ccccc5)CC4)n3)CC2)cc1
    0.2, -6, -10, 0.6
CCOC(=O)N1CCC(NCCNC(=O)c2ccccc2Cl)CC1
    -0.2, 0, 16, 0.2
Cc1ccc(NC(=O)c2cc(-c3ccccc3O)on2)cc1
    0.1, -47, -6, 2.1
CCSc1nnc(NC(=O)/C=C/c2ccccc2OC)s1
    0.2, -1, -24, -0.5
O=C(NCCc1nnc2n1CCN(CC1CCCCC1)CC2)c1ccc(F)cc1
    0.0, 0, -19, 0.2
C=Cc1ccc(Cn2c(C)c(CNC3CCCCC3)c(C(=O)O)c2C)cc1
    0.2, -1, 23, -0.1
COc1ccccc1NC(=O)C1=C(C)Nc2nc(-c3ccccc3)nn2C1c1ccncc1 (centres undefined)
    0.2, -5, 16, -0.9
CCOc1ccc(-n2c(=S)sc3c(=O)n(-c4ccccc4)c(SCC(=O)N4CCC(C)CC4)nc32)cc1
    0.0, -13, 1, -0.3
COc1cc2nc(/C=C\c3ccc(F)cc3)n(-c3ccc(C)c(F)c3)c(=O)c2cc1OC
    -0.1, -4, -5, -0.9
O=C(NN1C(=O)c2ccccc2C1=O)c1ccc2c(c1)C(=O)N(c1ccccc1)C2=O
    0.1, 5, -3, 0.3
Cc1cc(C)c2c(N)c(C(=O)NNC(=O)c3ccccc3)sc2n1
    0.2, 3, 14, -0.7
N#Cc1ccccc1Nc1sc(C(=O)c2ccccc2)c(N)c1C#N
    -0.1, -5, 1, 0.7
CCOc1ccc(-c2ccc(C=C3C(=O)NC(=S)NC3=O)o2)c([N+](=O)[O-])c1
    -0.2, 4, 18, 1.0

Bioassay records deposited in PubChem BioAssay by The Scripps Research Institute Molecular Screening Center.
